# UBC13 inh – inhibitors of human UBC13 polyubiquitin chain formation; TR-FRET; inhibition, % at 20 µM; 0.47% of 330,000 active; in the data active means inhibition above about 45%, passing the limit was not always enough
# Target sequence (P61088 whole entry, looked up): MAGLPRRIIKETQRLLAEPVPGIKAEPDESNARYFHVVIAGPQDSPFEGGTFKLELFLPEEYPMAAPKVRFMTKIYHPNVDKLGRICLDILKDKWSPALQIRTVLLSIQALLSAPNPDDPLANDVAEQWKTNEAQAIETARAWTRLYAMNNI
# SENP1 FRET inh – inhibitors of human SENP1 SUMO protease catalytic domain; Q9P0U3; recombinant SENP1 catalytic domain, CyPet-SUMO1-YPet FRET cleavage; inhibition, % at 10 µM; 0.21% of 360,000 active; AID 624204;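 active means inhibition at least 30% at 10 µM, raw YFP signal under a set limit, fluorescence ratio 0.5 to 1.5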;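 further: 0% = enzyme with DMSO and 100% = no enzyme wells; some results filed as inactive read as strong as hits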
# Target sequence (Q9P0U3 419-644 limits assumed): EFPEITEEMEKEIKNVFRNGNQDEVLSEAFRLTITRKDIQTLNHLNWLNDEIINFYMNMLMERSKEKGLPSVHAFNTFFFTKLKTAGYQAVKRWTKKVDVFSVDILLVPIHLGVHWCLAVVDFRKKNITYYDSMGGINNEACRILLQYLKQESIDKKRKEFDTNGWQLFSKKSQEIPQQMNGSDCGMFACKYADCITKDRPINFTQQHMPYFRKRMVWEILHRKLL
#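 Controls: no-enzyme wells low, DMSO-plus-enzyme wells high control. Test system: human recombinant His6-tagged SENP1 catalytic domain enzyme. Reagent: SFCypet-SUMO1-SFYpet FRET protein substrate, 25 nM final. Doses: one dose per compound, 10 µM, 0.5% DMSO. Detection: FRET, CFP and YFP emission. Timing: 50 min reaction at room temperature.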
# SENP8 block-1 – blocks human SENP8 cleavage of Nedd8 substrate | Q96LD8 | recombinant SENP8, Nedd8 substrate fluorescence | inhibition, % at 20 µM | 0.64% of 360,000 active | AID 602440; in the data active means inhibition mostly above about 40%, no sharp cut-off; inactive means mostly below about 27%
# Target sequence (Q96LD8 whole entry, looked up): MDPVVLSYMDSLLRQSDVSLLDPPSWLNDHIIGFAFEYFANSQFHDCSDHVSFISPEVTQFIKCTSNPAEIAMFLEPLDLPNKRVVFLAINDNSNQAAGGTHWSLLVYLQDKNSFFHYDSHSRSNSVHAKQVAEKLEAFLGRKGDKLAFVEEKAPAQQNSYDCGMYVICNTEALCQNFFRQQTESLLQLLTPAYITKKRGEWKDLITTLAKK
# SENP7 block – inhibitors of human SENP7 protease. Q9BQF6. recombinant SENP7, Z-RLRGG-aminoluciferin luminescence, 40 min. inhibition, % at 5 µM. 1.5% of 330,000 active. AID 434973;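 active means inhibition above about 50% at the single test dose, limit read from the data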;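 further: plate controls were DMSO with enzyme for no effect and no enzyme buffer wells for full effect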
# Target sequence (Q9BQF6 706-1050 limits assumed): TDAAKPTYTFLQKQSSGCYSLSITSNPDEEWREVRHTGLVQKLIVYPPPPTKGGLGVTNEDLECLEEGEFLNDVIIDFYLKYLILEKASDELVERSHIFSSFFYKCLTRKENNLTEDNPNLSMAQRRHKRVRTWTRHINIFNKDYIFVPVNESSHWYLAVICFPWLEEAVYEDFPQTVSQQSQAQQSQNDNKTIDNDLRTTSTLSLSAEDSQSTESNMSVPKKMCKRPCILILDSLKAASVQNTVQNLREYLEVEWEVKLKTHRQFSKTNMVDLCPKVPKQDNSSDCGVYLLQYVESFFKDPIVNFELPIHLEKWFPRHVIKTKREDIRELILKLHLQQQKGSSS
# SENP8 block-2 – inhibitors of human SENP8 protease | Q96LD8 | purified SENP8, Z-RLRGG-aminoluciferin cleavage, luminescence | inhibition, % at 10 µM | 1.2% of 330,000 active | AID 2540; in the data active means inhibition above about 50%
# SENP6 block – inhibitors of human SENP6 protease. Q9GZR1. Recombinant SENP6 catalytic domain, aminoluciferin luminescence. inhibition, % at 10 µM. 1.8% of 330,000 active. AID 2599;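 active means inhibition above about 50% at the single tested dose, limit read from the data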;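 further: plate controls were DMSO wells with enzyme for no effect and DMSO wells lacking enzyme for full effect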
# PfGluPho inh – PfG6PD (Plasmodium falciparum) enzyme inhibition | PfGluPho enzyme, NADPH resazurin-diaphorase fluorescence | inhibition, % at 20 µM | 0.78% of 350,000 active | AID 504690;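 active means inhibition reaching at least a set limit at 20 µM in the primary screen, cut at about 59% in these data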;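 further: 0% = DMSO wells with substrate and 100% = DMSO wells lacking glucose-6-phosphate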
# HKDC1 inhibitor – inhibitors of human hexokinase HKDC1; Q2TB90; recombinant HKDC1, G6PDH/diaphorase resazurin coupled fluorescence; inhibition, % at 20 µM; 0.16% of 340,000 active; AID 493160;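 active means inhibition above about 35% when tested at 20 µM, limit read from the data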;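 further: plate controls were DMSO wells with enzyme for no effect and DMSO wells lacking enzyme for full effect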
#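 Assay system: in-house recombinant HK5 (HKDC1) enzyme. Input: HKDC1 at 5 µg/mL. Medium: Tris pH 8.0 buffer with MgCl2, Tween-20, BSA, BME. Dosing: single 20 µM dose. Schedule: 90 min reaction incubation at room temperature, dark. Signal: resazurin-to-resorufin fluorescence via G6PDH and diaphorase coupling, 525/613 nm. Controls: DMSO-enzyme wells negative, buffer-substituted wells positive.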
# MIN6 prolif – inducers of beta-cell replication in MIN6 cells | MIN6 cells proliferation, ATPlite luminescence, 48 h; cells starved in 0.2% serum; 100% = growth in 10% serum | proliferation, % at 10 µM | 0.29% of 330,000 active;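 active means compounds whose signal lies at least 3.5 SD above the mean of all wells on their plate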;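 further: 0% = DMSO-treated cells in low-serum medium and 100% = 10% serum control; some compounds called inactive have numbers as strong as hits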
# * hit, by the source's call; nt = no result given. This is a random part of the collection, and some 4% of all compounds hit somewhere here.
SMILES,UBC13 inh,SENP1 FRET inh,SENP8 block-1,SENP7 block,SENP8 block-2,SENP6 block,PfGluPho inh,HKDC1 inhibitor,MIN6 prolif
CC(=O)[C@@H]1[C@@H]2C(=O)N(c3ccccc3F)C(=O)[C@@H]2[C@H]2c3ccccc3C=NN12,1,-6,15,0,-3,-20,0,-2,2
C=CCN(c1cccc(C(F)(F)F)c1)S(=O)(=O)c1cccc(C(=O)OCC(=O)NC)c1,-8,0,2,-4,-5,-9,1,-2,-3
Cc1ccc(CN(C)C(=O)COC(=O)CSc2ccc([N+](=O)[O-])cc2)cc1,0,7,0,-6,-1,1,53,0,4
COCCN(C(=O)CNC(=O)c1ccco1)C(C(=O)NC1CCCC1)c1cccc(OC)c1 (stereo not drawn),-2,3,6,5,2,2,-6,-4,4
O=C(/C=C/c1cccc(Br)c1)NCC1CCCCC1,6,0,16,2,-6,-21,12,-7,1
O=C(COc1ccccc1)Nc1cc(C(F)(F)F)ccc1N1CCCC1,3,0,14,-7,0,-1,6,9,2
CCSc1nc2c(c(=O)n1-c1ccc(F)cc1)SCC2,-4,1,15,-2,3,-5,-4,4,-2
COC(C[C@H]1O[C@H]1C(=O)[C@@H](C)OCc1ccccc1)OC,-6,0,6,11,-17,-6,4,-6,-1
COc1ccc(CCNC(=O)CCc2cc(OC)c(OC)c(OC)c2)cc1OC,2,1,14,-7,0,-7,-2,2,-4
Cc1nonc1OCCn1nnnc1N,-8,2,13,-13,1,-22,-20,4,-2
Cc1c(N(C)S(=O)(=O)c2cc(C(=O)Nc3ccccn3)ccc2Cl)c(=O)n(-c2ccccc2)n1C,-1,2,13,2,-8,-11,-11,-8,0
COc1ccc(NC(=O)CCS(=O)(=O)c2ccc3nc(C)sc3c2)cc1OC,-8,-2,1,-3,-1,-17,34,7,2
COc1ccc(C#Cc2c(-c3ccccc3)n(-c3ccccc3)c3ccc(CO)cc23)cc1,7,-4,-499,-10,-7,-16,6,0,-6
CCc1ccccc1NC(=O)Cn1nc(C(F)(F)F)cc1C1CC1,8,0,8,-3,-6,-14,-12,13,0
CC(=O)O[C@H]1C[C@@H]2CC[C@@H]3[C@H](CC[C@@]4(C)[C@H]3C[C@H]([N+]3(C)CCCCC3)[C@@H]4OC(C)=O)[C@@]2(C)C[C@@H]1N1CCCCC1,11,nt,nt,-2,10,-2,nt,nt,1
O=C(COC(=O)Cc1c[nH]c2ccccc12)Nc1cc(S(=O)(=O)N2CCOCC2)ccc1Cl,8,6,1,0,0,2,-2,1,-2
CCNc1ncnc2c1cnn2C,-8,2,4,-11,-7,-22,-18,0,-2
Nc1nc2ccc(Cl)cc2o1,nt,-7,4,nt,nt,nt,12,-5,nt
CCN(CC)S(=O)(=O)c1ccc(C(=O)Nc2cccc(C)c2)cc1,-10,0,1,-6,-15,-24,22,3,-1
Cc1ccc(/C=C2/C(=O)N=C(N)N2C)s1,-6,-4,9,1,1,7,-3,16,0
O=C(CCCCCN1C(=O)[C@@H]2Cc3ccccc3CN2C1=O)Nc1cccc(F)c1,5,3,0,4,-2,-27,3,2,1
CC(SCC(=O)O)c1nc2ccccc2[nH]1 (stereo not drawn),-8,1,9,-2,-1,10,-4,-2,-2
COc1cccc(-n2cnc3cccc(N)c32)c1,-8,4,-29,-5,-8,-12,10,-1,-2
O=C(Nc1cccc(Cl)c1)Nc1sccc1-c1nc2ccccc2s1,1,-82,-178,12,-14,-5,97*,-2,-6
COc1ccc(-c2cc(C(=O)Nc3cc(C)ccc3O)no2)cc1,-10,-1,17,32,-1,4,6,-4,-4

# Structures listed so far that have four or more nitrogen atoms, in the order listed:
SMILES,UBC13 inh,SENP1 FRET inh,SENP8 block-1,SENP7 block,SENP8 block-2,SENP6 block,PfGluPho inh,HKDC1 inhibitor,MIN6 prolif
Cc1nonc1OCCn1nnnc1N,-8,2,13,-13,1,-22,-20,4,-2
Cc1c(N(C)S(=O)(=O)c2cc(C(=O)Nc3ccccn3)ccc2Cl)c(=O)n(-c2ccccc2)n1C,-1,2,13,2,-8,-11,-11,-8,0
CCNc1ncnc2c1cnn2C,-8,2,4,-11,-7,-22,-18,0,-2

# Entries of single compounds from above.
# `COc1ccc(NC(=O)CCS(=O)(=O)c2ccc3nc(C)sc3c2)cc1OC` is listed as UBC13 inh: -8; SENP1 FRET inh: -2; SENP8 block-1: 1; SENP7 block: -3; SENP8 block-2: -1; SENP6 block: -17; PfGluPho inh: 34; HKDC1 inhibitor: 7; MIN6 prolif: 2
# `CCSc1nc2c(c(=O)n1-c1ccc(F)cc1)SCC2` is listed as UBC13 inh: -4; SENP1 FRET inh: 1; SENP8 block-1: 15; SENP7 block: -2; SENP8 block-2: 3; SENP6 block: -5; PfGluPho inh: -4; HKDC1 inhibitor: 4; MIN6 prolif: -2
# `Nc1nc2ccc(Cl)cc2o1` is listed as UBC13 inh: nt; SENP1 FRET inh: -7; SENP8 block-1: 4; SENP7 block: nt; SENP8 block-2: nt; SENP6 block: nt; PfGluPho inh: 12; HKDC1 inhibitor: -5; MIN6 prolif: nt

# Structures above printed as active in PfGluPho inh.
SMILES,UBC13 inh,SENP1 FRET inh,SENP7 block,SENP6 block,PfGluPho inh,HKDC1 inhibitor
O=C(Nc1cccc(Cl)c1)Nc1sccc1-c1nc2ccccc2s1,1,-82,12,-5,97*,-2

# (list continues)
SMILES,UBC13 inh,SENP1 FRET inh,SENP8 block-1,SENP7 block,SENP8 block-2,SENP6 block,PfGluPho inh,HKDC1 inhibitor,MIN6 prolif
CC(C)C[C@H](NC(=O)c1nc[nH]c1C(=O)N1CCNCC1)C(=O)OCc1ccccc1,-7,-2,-2,-2,-4,3,-16,9,-3
O=C(NNC(=O)c1ccc2ncccc2c1)c1ccc(Cl)cc1,13,1,6,9,2,-14,-5,-6,0
CCOC(=O)C1CCN(C(=O)CCC(=O)NNc2nc3ccccc3c3nc(C)nn23)CC1,4,0,6,4,-9,-1,-13,-4,-1
O=S(=O)(c1ccc2oc(=S)[nH]c2c1)N1CCCCC1,2,0,9,9,-5,-10,-21,-3,-1
COc1cc2c(cc1OC)C(c1ccccc1)N(C(=O)CSCC(=O)O)CC2 (stereo not drawn),-6,0,-4,-8,-3,-25,-12,-8,-1
CCCCCC1CC(COc2ccccc2)OC1=O (stereo not drawn),3,1,18,-3,12,0,9,-1,-2
Cc1ccc(S(=O)(=O)Nc2nc(C)c(C(=O)Nc3ccccc3)s2)cc1,-12,-1,23,2,-1,-1,-20,-9,1
COc1ccc(CCNC(=S)Nc2cccc3ccccc23)cc1,4,0,5,10,-5,-3,-4,-4,-6
COc1cc(OC)cc(-c2nc(SCC(=O)Nc3ccccc3F)n[nH]2)c1,6,0,9,5,2,-8,42,12,-7
N#CC1=C(N)N(c2ccccc2)C2=C(C(=O)CCC2)C1c1ccccc1 (stereo not drawn),-9,-16,-65,2,0,-9,9,10,-4
O=C(O)c1cccc(S(=O)(=O)Nc2ccccc2-c2ccccc2)c1,-12,2,7,-10,-8,-9,-32,4,-4
COc1ccc(NC(=O)CSC2CC(=O)N(c3ccc4c(c3)OCCO4)C2=O)cc1 (stereo not drawn),1,1,8,4,3,-11,-4,-4,1
O=C(c1ccc2snnc2c1)N1CCOCC1,-3,0,10,-15,-10,-31,-9,-7,-1
CCOc1ccc(CCNC(=O)COC(=O)C2CCN(S(=O)(=O)c3ccc(C)c(C)c3)CC2)cc1OCC,7,-1,-2,-11,-3,-9,1,-1,-7
O=C(CSc1nnnn1-c1cccc2ccccc12)Nc1ccc(N2CCOCC2)c(Cl)c1,3,4,17,7,-4,-5,-16,-5,1
C=CCN(c1ccc(C(=O)Nc2ccc3c(c2)OCO3)cc1)S(C)(=O)=O,-6,-1,6,-9,-13,0,15,1,-3
COC(=O)c1scc(C)c1NC(=O)CSc1ccc(Cl)cc1,5,0,2,0,-5,-4,13,-2,-2
Cc1ccc(C(=O)O/N=C(\c2ccccc2)c2ccncc2)cc1,1,5,4,0,0,-2,20,-6,3
Cc1csc(SCC(=O)N(C)c2c(N)n(Cc3ccccc3)c(=O)[nH]c2=O)n1,0,3,-3,4,2,-9,-7,8,1
O=C(NCc1ccc(F)cc1)c1noc2c1CCCCC2,nt,1,0,nt,nt,nt,-9,10,nt
O=C(CN1CCOCC1)Nc1nc2ccc(Br)cc2s1,-4,0,9,-2,2,-7,9,3,-3
Cc1nn(C)c(C)c1NC(=O)/C(C#N)=C\N(C)C,2,0,29,-5,-5,5,1,-3,-2
CCc1cc2c(C)cc(=O)oc2cc1Oc1ncccc1[N+](=O)[O-],4,nt,nt,4,3,-21,nt,nt,-1
CC(=O)C1=C(C)Nc2ncnn2C1c1ccccc1F (stereo not drawn),1,0,0,5,7,1,4,-5,0
CC(C)=C(NC(=O)c1ccco1)C(=O)NCCc1nc2ccccc2[nH]1,-11,1,24,4,2,-5,6,-3,-1

# Taken from above:
# O=C(NNC(=O)c1ccc2ncccc2c1)c1ccc(Cl)cc1 | SENP8 block-2: 2
# O=S(=O)(c1ccc2oc(=S)[nH]c2c1)N1CCCCC1 | HKDC1 inhibitor: -3
# Cc1csc(SCC(=O)N(C)c2c(N)n(Cc3ccccc3)c(=O)[nH]c2=O)n1 | MIN6 prolif: 1
# O=C(c1ccc2snnc2c1)N1CCOCC1 | SENP6 block: -31
# Cc1ccc(C(=O)O/N=C(\c2ccccc2)c2ccncc2)cc1 | PfGluPho inh: 20

# Later entries
SMILES,UBC13 inh,SENP1 FRET inh,SENP8 block-1,SENP7 block,SENP8 block-2,SENP6 block,PfGluPho inh,HKDC1 inhibitor,MIN6 prolif
CC(=O)Nc1scc(-c2ccccc2)[n+]1-c1ccc(C)cc1,-3,2,17,4,5,15,-15,-8,3
Cc1cc(C)cc(N(CC(=O)NC2CCCC2)C(=O)CNC(=O)c2ccco2)c1,-4,3,9,-3,-1,1,4,-2,0
COC(=O)c1c(NC(=O)c2ccccc2)sc(C(=O)c2ccccc2)c1C,24,43*,20,3,-2,1,-14,-2,-3
CSc1nc(-c2ccccc2)c(C#N)c(=O)n1C,2,4,-65,4,-3,-12,-12,-6,-1
CC1CCCCN1CCCNC(=O)c1ccc(NC(=O)C2=CSCCO2)cc1 (stereo not drawn),5,-6,0,1,-4,-5,-1,-2,-2
O=C(NCCOCCNC(=O)OCc1ccccc1)OCc1ccccc1,3,3,9,9,-5,-37,-12,-1,4
CS(=O)(=O)c1ccc(Cl)c(NC(=O)COC(=O)c2cccc(S(=O)(=O)N3CCCC3)c2)c1,-3,2,3,9,-8,-21,-4,0,2
Cc1cc(-c2nnc(SCC(=O)Nc3cccc(F)c3)n2N)n[nH]1,4,2,8,-1,5,5,-4,-2,2
CCc1ccc(CN(C)Cc2nc(Cc3cccc(C(F)(F)F)c3)no2)nc1,-4,-1,-4,-1,0,-10,1,8,-2
O=C(/C=C/c1ccc(OC(F)F)cc1)OCC(=O)N1CCN(C(=O)c2ccco2)CC1,-5,0,-1,9,2,-11,7,4,0

# Compound activity (PubChem)
